INS promoter inh = TRM-6 insulin promoter activity inhibition | 130,000 compounds, 0.9% hits | inhibition, % at 2 µM | TRM-6 cells (human fetal islet line), insulin promoter-eGFP reporter, imaging; reporter expression induced with tamoxifen | AID 1273;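 active = inhibition above the mean plus 3 SD, with well images judged a real hit on visual review, cut at about 60% in these data, passing the limit was not always enough; inconclusive = inhibition over the cutoff but images rejected on review; inactive = inhibition not above the cutoff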
sdo1 growth = compounds rescuing growth of sdo1-depleted yeast, bone marrow failure model; S. cerevisiae sdo1-depleted JHY4D growth rescue, OD600 30 h; hits give high values; pdr5 snq2 efflux-pump mutant strain; z-score at 10 µM; 140,000 compounds, 0.21% hits; AID 817;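 active = z-score above 3 at both the 24 hr and the 30 hr optical density reads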;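 note: z-score against mean and SD of all compound wells on the same plate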
sdo1 growth Rescue 24 h = further read-out of sdo1 growth, marked with its call; z-score; S. cerevisiae sdo1-depleted JHY4D growth rescue, OD600; measured here: growth rescue at 24 h;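 0 is the plate mean of compound wells and units are plate SD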
* = called active by the depositor; i = inactive; ? = inconclusive; nt = no result given. This is a random part of the collection. Share with any hit: about 0.99%.

nr	smiles	INS promoter inh	sdo1 growth	sdo1 growth Rescue 24 h
1	COc1ccc(CN(C)CC(=O)Nc2ccc(N3CCOCC3)cc2)cc1OC	nt	1.42	0.91
2	Cc1oc2cc3oc(=O)c4c(c3cc2c1C)CCC4	nt	-0.84	-0.41
3	Nc1nc(SCC(=O)NCCN2CCOCC2)nc2sc3c(c12)CCC3	-37.5	0.43	0.94
4	CCOC(=O)N1CCN(C(=O)COc2ccc(Br)cc2)CC1	-33.3	1.24	2.91
5	CCOc1cccc(-c2nn(-c3ccccc3)cc2/C=C(/C#N)C(=O)NCCCn2ccnc2)c1	-22.2	0.16	0.53
6	CCOC(=O)c1ccccc1C(=O)N1CCOCCOCCOCC1	37.9	0.7	-0.08
7	CCC(=O)NC1=C(NC(C)c2ccccc2)C(=O)c2ccccc2C1=O (stereo not drawn)	-16.2	0.47	-0.7
8	O=C(O)/C=C/C(=O)Nc1ccc2c(c1)NC(=O)CO2	-100.0	nt	nt
9	OCCN1CCN(CCCc2c3c(cc4c2CCC4)CCC3)CC1	-182.8	-0.07	-0.5
10	O=C(C1COc2ccccc2O1)N1CCc2ccccc21 (stereo not drawn)	nt	-0.41	0.59
11	CCn1c(Cn2nnc(-c3ccccc3)n2)nnc1SCC(=O)Nc1cccc(C(C)=O)c1	-135.7	-0.51	-0.6
12	COc1cccc(C2CC(c3c(Cl)cccc3Cl)n3nc(N)nc3N2)c1 (stereo not drawn)	nt	-0.19	-0.32
13	Cc1nonc1NC(=O)CSc1ccc(-c2ccccc2)nn1	nt	0.08	-1.33
14	COc1ccc(CCNC(=O)Cn2c(=O)oc3ccccc32)cc1OC	24.2	0.31	-0.22
15	CCCCSC1=N/C(=C/c2ccsc2)C(=O)N1c1ccccc1	6.2	-0.43	-0.63
16	C=CCC1c2cccc(C(=O)O)c2C(=O)N1c1cccc(C)c1 (stereo not drawn)	-47.2	-0.33	-0.88
17	O=C(/C=C/c1ccco1)N1CCN(S(=O)(=O)c2ccc(F)c(F)c2F)CC1	9.1	nt	nt
18	CC(C)CCN1C(=O)c2ccc(C(=O)OCn3nnc4ccccc4c3=O)cc2C1=O	nt	-1.06	0.27
19	CCOC(=O)Cc1csc(NC(=O)COc2cccc(C)c2)n1	8.3	nt	nt
20	CCc1ccc(C(=O)CCC2CCCCC2=O)cc1 (stereo not drawn)	-10.7	-0.25	-0.84
21	O=C(OCc1ccc(F)cc1)c1ccc2ccccc2n1	-25.0	nt	nt
22	CCc1ccccc1NC(=O)CSc1nc2c(c(-c3ccco3)c1C#N)CCCC2	26.7	0.82	2.99
23	COc1ccc(/C=C(/NC(=O)c2cccs2)C(=O)N2CCOCC2)cc1OC	nt	1.03	0.82
24	O=C(CSc1nc2ccccc2c(=O)n1-c1ccc(Cl)cc1)N/N=C/C=C/c1ccccc1[N+](=O)[O-]	16.7	-0.24	-0.78
25	O=c1c2[nH]c3ccccc3c2ncn1CCN1CCCCC1	31.2	-0.22	-0.57

Record cards, as listed above:
CCc1ccccc1NC(=O)CSc1nc2c(c(-c3ccco3)c1C#N)CCCC2 as listed: INS promoter inh = 26.7; sdo1 growth = 0.82; sdo1 growth Rescue 24 h = 2.99
COc1cccc(C2CC(c3c(Cl)cccc3Cl)n3nc(N)nc3N2)c1 (stereo not drawn) as listed: INS promoter inh = nt; sdo1 growth = -0.19; sdo1 growth Rescue 24 h = -0.32

The main list resumes with the 3 entries that preceded the break.
nr	smiles	INS promoter inh	sdo1 growth	sdo1 growth Rescue 24 h
23	COc1ccc(/C=C(/NC(=O)c2cccs2)C(=O)N2CCOCC2)cc1OC	nt	1.03	0.82
24	O=C(CSc1nc2ccccc2c(=O)n1-c1ccc(Cl)cc1)N/N=C/C=C/c1ccccc1[N+](=O)[O-]	16.7	-0.24	-0.78
25	O=c1c2[nH]c3ccccc3c2ncn1CCN1CCCCC1	31.2	-0.22	-0.57
26	COC(=O)c1ccc2nc(NC(=O)COC(=O)CSc3nc(C)cc(C)n3)sc2c1	29.4	-0.23	-0.07
27	O=C(NCc1ccccn1)Nc1ccc(Cl)c(Cl)c1	71.4	-0.06	0.61
28	O=C(OCCOCCN=C1NS(=O)(=O)c2ccccc21)c1ccncc1	-7.1	0.12	-0.56
29	COc1ccccc1C(=O)N(Cc1cccs1)C1CCS(=O)(=O)C1 (stereo not drawn)	-23.5	-0.03	-0.51
30	C=CCc1cc(C)cc(C)c1OCCn1cncn1	21.6	-0.06	0.11
31	COc1ccc(NC(=S)N2CCC(N(C)CC3CCCO3)CC2)cc1Cl (stereo not drawn)	-36.1	0.14	-0.37
32	CCS(=O)(=O)Nc1ccc(-c2nnc(SCC(=O)c3cccc(OC)c3)o2)cc1	27.8	0.15	0.73
33	Cc1c(NC(=S)NC(=O)C(C)(C)C)c(=O)n(-c2ccccc2)n1C	-6.5	0.47	0.11
34	COc1ccc(NS(=O)(=O)c2ccc(C)c(C(=O)O)c2)cc1	nt	2.12	1.92
35	C=CCSc1nc(C)cc(/C=C\c2ccccc2)c1C#N	-100.0	0.03	0.29
36	COc1ccc(CCN2C(=O)c3ccccc3C2(O)c2ncc[nH]2)cc1OC (stereo not drawn)	38.9	0.75	0.11
37	Cc1ccc(NC(=O)COC(=O)c2ccc([N+](=O)[O-])o2)cc1S(=O)(=O)N1CCCCCC1	-13.3	nt	nt
38	O=C(c1ccco1)N1CCN(S(=O)(=O)c2ccc(S(=O)(=O)NC3CCCC3)cc2)CC1	-53.9	-0.42	-1.04
39	O=C(Nc1c(Cl)cc(Cl)cc1C(=O)NCCN1CCOCC1)c1ccc(Cl)cc1Cl	-275.0	1.11	1.22
40	Cn1c(/C(C#N)=C(\O)COc2ccc3ccccc3c2)nc2ccccc21	6.2	-0.96	0.62
41	COc1ccc(C2=NCC(CSc3nccc(=O)[nH]3)S2)cc1 (stereo not drawn)	85.7*	1.19	1.54
42	Cn1c(SCc2nc(-c3ccc(Cl)cc3)no2)nnc1-c1ccccc1	nt	-0.22	0.61
43	CC1=CC(=C(C#N)C#N)C=C(C)N1CCN1CCN(C(=O)Nc2ccc(Cl)c(Cl)c2)CC1	-472.7	-0.5	0.27
44	O=C(CN(CC1CCCO1)C(=O)CNS(=O)(=O)c1ccc(Cl)cc1)NCC1CCCO1 (stereo not drawn)	-23.8	0.49	0.02
45	COc1cc(C2NC(=O)NC(C)=C2C(=O)Nc2cccc(C)c2C)cc(OC)c1OC (stereo not drawn)	41.3	0.57	0.2
46	O=C1C2C3C=CC(C3)C2C(=O)N1CCCCCCN1C(=O)C2C3C=CC(C3)C2C1=O (stereo not drawn)	-75.0	nt	nt
47	CC(C)CC(=O)Nc1ccccc1N1CCN(c2ccc(F)cc2)CC1	-100.0	nt	nt
48	COc1ccccc1C(=O)Nc1nnc(-c2ccc(F)cc2)o1	nt	-0.49	-0.99
49	CCOc1ccc(C2=Nn3c(nnc3-c3ccco3)SC2)cc1	22.2	-0.28	-0.06
50	CC(C)OC(=O)CSc1nnc(Cc2ccccc2)n1CC1CCCO1 (stereo not drawn)	-28.6	1.14	0.65

Next results.
nr	smiles	INS promoter inh	sdo1 growth	sdo1 growth Rescue 24 h
51	CCOC(=O)c1ccccc1NC(=O)Cn1cnc2c(nnn2-c2ccc(C)cc2)c1=O	nt	-0.46	-0.4
52	COC(=O)c1cc2ccccn2c2c(C(=O)OC)c(C(=O)OC)cc1-2	-37.8	0.9	0.39
53	O=C(NCc1ccc(F)cc1)c1cnc(-c2ccccn2)nc1C(F)(F)F	-41.7	1.14	0.31
54	CCCC[N+](C)(C)CCC(=O)NC(C)(C)CS(=O)(=O)[O-]	12.8	1.29	1.02
55	COC(=O)c1sccc1NC(=O)Cn1nnc(-c2ccc(C)cc2)n1	-54.0	-0.3	0.49
56	CCn1cc(C(=O)Nc2ccc(C)cc2C)c(=O)c2ccc(C)nc21	0.0	nt	nt
57	CCOC(=O)c1ccc2nc(C)c(CCC(C)=O)c(Cl)c2c1	8.7	-0.4	0.38
58	Cc1cc(Cl)ccc1NC(=O)CSc1nnc(Cc2cccs2)n1Cc1ccco1	-42.9	-1.43	-1.18
59	Cc1cccn2c(=O)c(C=NCc3ccccc3)c(NCCO)nc12	nt	1.39	0.63
60	CCc1cc(C(=O)OC)c(N2C(=O)C3C4C=CC(C4)C3C2=O)s1 (stereo not drawn)	53.5	0.01	-0.26
61	COc1ccccc1N(CC(=O)N1CCCCC1)S(=O)(=O)c1ccccc1	19.2	0.15	-0.3
62	COc1ccccc1CNC(=O)COC(=O)[C@H](Cc1c[nH]c2ccccc12)NC(=O)c1cccs1	-96.8	0.2	-0.18
63	O=C(Nc1cccs1)Nc1c(F)c(F)c(F)c(F)c1F	4.0	0.97	0.34
64	CCn1nnnc1SCC(=O)NCc1ccc2c(c1)OCO2	31.2	-0.49	-0.89
65	CC(=O)Nc1ccc2c(c1)OCCO2	7.9	0.52	0.29
66	Cc1ccc(SCC(=O)O/N=C(\N)c2ccc([N+](=O)[O-])cc2)cc1	-3.2	-0.8	0.48
67	CC(C)OC(=O)CSc1nnc(-c2cnccn2)n1Cc1ccco1	47.1	-0.28	-0.52
68	Cc1ccc(OC(=O)c2ccc(S(=O)(=O)N(C)C)cc2)c(-n2nc3ccccc3n2)c1	nt	-1.02	-0.86
69	CCOc1ccccc1CN1CCN(Cc2nc3c(s2)CCCC3)CC1CCO (stereo not drawn)	-6.7	nt	nt
70	Nc1ncnc2c1CCC2	17.9	-0.36	-1.2
71	CC(=O)N(C(C)=O)S(=O)(=O)c1ccc(N=NN2CCOCC2)cc1	-113.3	0.45	0.07
72	COc1nc(-c2ccc(Cl)cc2)ccc1-c1noc(-c2cccs2)n1	-27.6	1.07	3.68
73	COc1ccc(CN(C(=O)c2cccs2)C(C(=O)NC2CCCCC2)c2ccc3ncccc3c2)cc1 (stereo not drawn)	29.6	-0.42	-0.49
74	CC1=C/C(=C\c2ccc(Br)o2)C(=O)O1	nt	1.58	1.55
75	CSc1nsc(/C=C/Nc2ccc(O)cc2C)c1C#N	i	nt	nt

Remaining list, next part:
nr	smiles	INS promoter inh	sdo1 growth	sdo1 growth Rescue 24 h
76	O=C1C2ON(c3ccccc3)C(c3ccncc3)C2C(=O)N1c1ccc(N2CCOCC2)cc1 (stereo not drawn)	nt	0.96	1.86
77	Cc1ccc(NC(=O)Nc2nnc(-c3ccncc3)s2)cc1C	12.5	nt	nt
78	C(=C1/CCCC2=C1Nc1ncnn1C2c1ccccc1)/c1ccccc1 (stereo not drawn)	73.0*	-1.79	-1.09
79	COC(=O)c1ccc(CSc2nnc(CNC(=O)c3ccccc3F)o2)o1	-34.5	-0.07	-0.26
80	O=C(Nc1ccc(OCC(=O)N2CCC(Cc3ccccc3)CC2)cc1)c1ccco1	4.3	-1.37	-0.89
81	CCN(CC(=O)NCc1cccs1)c1nnnn1-c1ccccc1	nt	-1.77	-1.09
82	COc1ccc(N=C2SC(CC(=O)Nc3ccccc3OC)C(=O)N2Cc2ccco2)cc1 (stereo not drawn)	-11.5	-0.72	-1.03
83	Cc1nnc(NC(=O)CSc2nnc(NC(=O)C(C)(C)C)s2)s1	10.5	nt	nt
84	O=C(CSc1nnc(-c2ccncc2)n1C1CCCCC1)Nc1ccccc1	-30.8	0.32	0.51
85	Cc1ccc([N+](=O)[O-])cc1NC(=O)CN(C1CCCCC1)S(=O)(=O)c1ccc(Cl)cc1	nt	-0.61	0.45
86	COC(=O)c1c(NC(=S)Nc2cc(OC)c(Cl)cc2OC)sc2c1CCCCC2	3.7	1	0.72
87	Nc1nc(SCc2ccc(Cl)cc2)[nH]c(=O)c1-c1ccccc1	37.5	-2.24	-1.32
88	O=C(NCCN1C(=O)S/C(=C\c2ccccc2)C1=O)c1cc(S(=O)(=O)N2CCOCC2)c(Cl)cc1Cl	nt	0.01	0.3
89	CCOc1ccc2[nH]c(=O)c(CN(Cc3cccnc3)C(=O)Nc3ccccc3OC)cc2c1	-71.4	-1.98	-1
90	CC(=O)c1cc(F)c(N2CCN(C(=O)c3ccco3)CC2)cc1C	46.7	-0.33	-0.83
91	O=C(NCc1ccncc1)C(=O)NCC(c1ccco1)N1CCN(c2ccc(F)cc2)CC1 (stereo not drawn)	-10.3	0.85	0.5
92	CCOC(=O)CC(=O)CSc1ncnc2c1cnn2-c1ccccc1	?	0.15	0.03
93	CC(C)(C)C(=O)N1CCN(c2ccc([N+](=O)[O-])c(NCC3CCCO3)c2)CC1 (stereo not drawn)	nt	0.17	-0.08
94	Cc1ccc(C(=O)NCC(=O)NCC(=O)OCC(=O)c2ccc(Br)cc2)cc1	36.8	1.05	0.47
95	CC(=O)N1CCN(c2ccc(Oc3ncnc4sccc34)cc2)CC1	nt	1.33	1.1
96	CC(C)c1cc(C(=O)N/N=C/c2cccnc2)n[nH]1	-10.0	0.32	0.14
97	Cc1ccn2c(CN3CCOCC3)c(-c3ccccc3)nc2c1	20.0	-0.22	-1.05
98	O=C1c2ccccc2C(Nc2ccc(F)c(Cl)c2)N1Cc1ccco1 (stereo not drawn)	nt	-1.66	-1.25
99	COCCNC(=O)CCc1c(C)nc2c(-c3ccc(F)cc3)c(C)nn2c1C	nt	0.63	0.41
100	O=C(CN(C(=O)CSc1nnc(COc2ccccc2)o1)c1ccc(F)cc1)NC1CCCC1	nt	-1.11	-0.07

New compounds follow:
nr	smiles	INS promoter inh	sdo1 growth	sdo1 growth Rescue 24 h
101	CCOc1ccc(N(CC(=O)NCCc2ccc(Cl)cc2)S(=O)(=O)c2c(C)[nH]c(=O)[nH]c2=O)cc1	14.3	nt	nt
102	Cc1ccc2oc(=O)cc(CN3CCOCC3)c2c1	nt	1.61	2.34
103	Cc1ccc(C)c(N2CCN(C(=O)CCn3c(=S)[nH]c4cc5c(cc4c3=O)OCO5)CC2)c1	-10.5	-0.56	-0.48
104	O=C1CC(N2CCOCC2)C(=O)N1c1ccc2c(c1)OCO2 (stereo not drawn)	30.0	-0.68	-1.18

Compound activity from PubChem BioAssay.
